ssDAF-12 act – S. stercoralis DAF-12 nuclear receptor activators, primary screen, cell-based, luminescence, HEK293, GRIP1 co-expression, lit1-tk-luc; AID 652126, 2013; Nuclear hormone receptor DAF-12 (Strongyloides stercoralis); 370,000 tested, 1% active; activation, % at 6.8 µM; HEK293 ssDAF-12/GRIP1 lit1-tk-luc reporter; % of 3 µM dafachronic acid response;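 active means activation above the mean over all tested compounds plus 3 SD, cut at about 0.9% in these data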;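 further: 0% = DMSO-only wells and 100% = 3 µM delta7-dafachronic acid wells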
SMARCA2 activ – SMARCA2 (BRM) function activators, primary screen, cell-based, luminescence, high throughput. MG213 cells, MMTV-luciferase reporter, dexamethasone, overnight. activation, % at 9.1 µM. 370,000 tested, 1% active. AID 652017, 2013; in the data active means activation above about 7.8%;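 further: 0% = vehicle wells and 100% = reference activator wells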
ADAM10 inh – human ADAM10 inhibitors, primary screen, biochemical, QFRET, HTS; Disintegrin and metalloproteinase domain-containing protein 10 (Homo sapiens), O14672; recombinant ADAM10, EDANS/DABCYL FRET peptide cleavage, 3 h; inhibition, % at 7 µM; 370,000 tested, 0.62% active; AID 720582, 2013;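 active means inhibition above a per-campaign cutoff equal to the mean of compounds falling between control-based bounds plus 3 SD, cut at about 20% in these data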;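 further: 0% = DMSO wells while the 100% control is not disclosed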
hgDAF12 agonist – H. glycines DAF-12 receptor agonists, primary screen, cell-based, luminescence, HEK293, GAL4 fusion, UAS-luciferase | Nuclear hormone receptor DAF-12 (Heterodera glycines), GAL4 fusion | HEK293 GAL4-hgDAF12 UAS-luciferase reporter, agonist luminescence; normalized to butyrate control | activation, % at 6.8 µM | 370,000 tested, 1.8% active | AID 687014, 2013;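 active means activation above a cutoff set at the mean of all screened compounds plus 3 SD, cut at about 10% in these data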;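 further: 0% = DMSO wells and 100% = sodium butyrate wells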
NPR2 activator – human GC-B receptor activators, primary screen, HEK293 GC-B cells, cGMP TR-FRET, EC30 CNP | Atrial natriuretic peptide receptor 2 (Homo sapiens), P20594 | 0% at EC30 CNP, 100% saturating CNP | activation, % at 10 µM | 370,000 tested, 0.11% active | AID 1920062, 2024;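 active means activation at 10 µM reaching about 35% in either raw or pattern-adjusted values, limit read from the data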
Target sequence (P20594 whole entry, looked up): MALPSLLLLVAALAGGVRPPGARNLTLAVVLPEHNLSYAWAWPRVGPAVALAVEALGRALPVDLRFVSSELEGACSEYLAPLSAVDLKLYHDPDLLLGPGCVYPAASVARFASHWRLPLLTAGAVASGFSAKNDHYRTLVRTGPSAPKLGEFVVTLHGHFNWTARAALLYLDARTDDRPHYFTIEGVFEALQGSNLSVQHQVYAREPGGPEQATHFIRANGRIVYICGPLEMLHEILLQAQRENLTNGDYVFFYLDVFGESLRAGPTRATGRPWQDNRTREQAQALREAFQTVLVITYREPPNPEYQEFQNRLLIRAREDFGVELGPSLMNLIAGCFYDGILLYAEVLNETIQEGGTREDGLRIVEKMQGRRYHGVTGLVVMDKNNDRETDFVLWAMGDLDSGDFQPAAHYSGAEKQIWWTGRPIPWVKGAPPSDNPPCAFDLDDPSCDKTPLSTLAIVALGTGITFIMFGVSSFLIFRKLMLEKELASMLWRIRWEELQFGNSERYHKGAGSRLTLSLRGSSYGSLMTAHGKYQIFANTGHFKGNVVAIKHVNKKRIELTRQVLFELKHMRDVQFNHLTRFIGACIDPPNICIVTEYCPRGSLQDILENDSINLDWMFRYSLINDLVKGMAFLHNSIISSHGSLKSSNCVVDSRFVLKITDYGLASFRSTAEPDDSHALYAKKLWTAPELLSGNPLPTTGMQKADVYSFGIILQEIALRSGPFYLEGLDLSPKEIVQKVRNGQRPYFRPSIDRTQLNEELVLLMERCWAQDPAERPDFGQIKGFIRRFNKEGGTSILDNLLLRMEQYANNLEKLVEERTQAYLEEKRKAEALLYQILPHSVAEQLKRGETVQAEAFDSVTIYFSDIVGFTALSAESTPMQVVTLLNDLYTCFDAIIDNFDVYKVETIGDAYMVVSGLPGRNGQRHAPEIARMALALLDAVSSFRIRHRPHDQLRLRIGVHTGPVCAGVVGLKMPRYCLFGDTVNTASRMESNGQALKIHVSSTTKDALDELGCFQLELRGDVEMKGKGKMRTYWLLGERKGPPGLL
DAX1 inh-1 – DAX1 (NR0B1) inhibitors on StAR promoter, primary screen, cell-based, luminescence, SF-1 (NR5A1), full-length DAX-1 | inhibition, % at 6.8 µM | HEK293T StAR-luciferase reporter, SF-1/DAX-1 repression relief | AID 652010, 2013 | 370,000 tested, 1.1% active;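 active means inhibition above the mean over all tested compounds plus 3 SD, cut at about 3.6% in these data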;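 further: 0% = DAX-1 cells with DMSO and 100% = cells lacking DAX-1 with DMSO; higher inhibition means more luminescence from relief of DAX-1 repression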
NPR1 activator – GC-A stimulated cGMP production enhancers – HEK293 GC-A cells, cGMP TR-FRET, EC30 ANP, primary screen; AID 1671463, 2021; activation, % at 10 µM; Atrial natriuretic peptide receptor 1 (Homo sapiens), P16066; 370,000 tested, 0.14% active; 0% at EC30 ANP, 100% saturating ANP; in the data active means activation above about 40%
DAX1 inh-2 – DAX1 (NR0B1) inhibitors, primary screen, cell-based, HEK293, Gal4-DAX1, luciferase luminescence; Nuclear receptor subfamily 0 group B member 1 (Homo sapiens), P51843; HEK293 Gal4-DAX1 luciferase reporter; inhibition, % at 6.75 µM; 340,000 tested, 0.99% active; AID 504766, 2011;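 active means inhibition above the mean over all tested compounds plus 3 SD, cut at about 4.2% in these data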;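 further: 0% = DAX1-transfected cells with DMSO and 100% = empty-vector control cells with DMSO; inhibition shows as a rise in luminescence from relieved DAX1 repression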
FXN GAA850 act – FXN promoter activators, primary screen, cell-based, luciferase luminescence, HEK293 lucGAA850; activation, % at 6 µM; AID 540364, 2011; 360,000 tested, 0.56% active; HEK293 lucGAA850 FXN promoter luciferase reporter, 24 h; percent of 10 µM SAHA response;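 active means activation above the average of all compounds screened plus 3 SD, cutoff fixed separately per campaign, cut at about 7.5% in these data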;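 further: 0% = DMSO wells and 100% = 10 µM SAHA wells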
HGIII-sPLA2 inh – human group III sPLA2 inhibitors, primary screen, biochemical, QFRET, BODIPY PC-A2 liposome substrate. 370,000 tested, 0.56% active. Group 3 secretory phospholipase A2 (Homo sapiens), Q9NZ20. inhibition, % at 12.2 µM. QFRET BODIPY PC-A2 liposome hydrolysis, fluorescence;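 active means inhibition above mean plus 3 SD of compounds lying within the high and low control bounds, cut at about 19% in these data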;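 further: 0% = median of test compound wells and 100% = no enzyme DMSO wells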
hcDAF-12 act – H. contortus DAF-12 nuclear receptor activators, primary screen, cell-based, luminescence, HEK293, lit1-tk-luc reporter. activation, % at 6.8 µM. 370,000 tested, 1.4% active. HEK293 hcDAF-12 lit1-tk-luc reporter; 0% DMSO, 100% Δ7-dafachronic acid. AID 652067, 2013;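 active means activation above the mean of all tested compounds plus 3 SD, cut at about 5.5% in these data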;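 further: 100% = response to 3 µM Δ7-dafachronic acid high control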
* hit, by the source's call; i = inactive; / = no result given.

SMILES	ssDAF-12 act	SMARCA2 activ	ADAM10 inh	hgDAF12 agonist	NPR2 activator	DAX1 inh-1	NPR1 activator	DAX1 inh-2	FXN GAA850 act	HGIII-sPLA2 inh	hcDAF-12 act
CC(C)c1ccc(NC2CCCN(C(=O)CCN3CCCC3=O)C2)cc1 (centres undefined)	-1.2	-3.4	-5.4	-0.8	1.2	-0.2	2.6	0.6	-1.4	7.5	-1.5
Cc1ccc(C(=O)O)cc1NC(=S)NC(=O)c1ccc(-c2ccc(Cl)cc2)o1	-1.3	1.9	-1.9	1.5	-2.6	0.4	1.3	3.6	2.3	-2.3	0.5
CC1CCc2sc(C(=O)N/N=C/c3ccc([N+](=O)[O-])cc3)cc2C1 (centres undefined)	-1.5	4.2	-2.3	-3.4	7.1	-0.4	4.5	-0.5	0.3	-3.8	-0.7
Cc1c(NC(=O)C2CCCNC2=O)c(=O)n(-c2ccccc2)n1C (centres undefined)	-1.1	-3.0	-1.1	-1.9	2.5	-0.5	4.4	0.9	1.3	0.7	0.8
S=C(NCc1ccccc1)N1CCn2cccc2C1c1cccnc1 (centres undefined)	-1.7	-4.9	-4.8	-1.1	-0.8	-0.2	-5.3	-0.1	0.0	-4.2	-1.0
COc1ccc(NC(=O)c2n[nH]c(=O)c3ccccc23)cc1S(=O)(=O)N1CCCCC1	-1.0	0.7	5.4	-1.9	14.9	-2.1	15.3	-2.1	2.3	-25.9	-0.3
COC1(OC)C=CC(=O)C=C1NC(=O)c1ccccc1OC(C)=O	-1.2	4.8	1.8	-8.1	2.4	-1.9	-1.7	-1.9	-3.9	0.6	-1.7
CC(C)C(=O)Nc1nnc(SCC(=O)Nc2ccc3c(c2)OCCO3)s1	-1.0	-1.9	3.3	1.0	-1.2	-0.2	-7.3	0.4	-0.2	-1.3	0.0
CC(C)c1cc(C(F)(F)F)n2nc(C(=O)Nc3ccc(-n4cnnn4)cc3)cc2n1	-1.7	5.5	7.6	-0.5	2.9	1.2	-2.8	-0.2	1.8	4.9	-0.7
O=c1[nH]cccc1-c1nc2ccccc2n1Cc1ccc(Cl)cc1	-1.1	-0.7	i	-2.2	-7.2	-0.3	19.6	1.4	2.0	-5.0	-1.9
Cc1cc(C)n(CCc2nc3c4ccccc4n(CC#N)c(=O)n3n2)n1	-0.3	4.2	-15.3	1.3	6.2	-0.1	5.5	0.1	2.7	0.6	3.1
COc1ccc(CNC(=S)NCc2ccc(OC)cc2)cc1	-1.0	-3.3	-2.9	-3.0	0.5	0.1	0.8	2.7	1.2	6.6	0.0
O=C(CN1CCC(O)(c2ccc(F)cc2)CC1)NCc1ccc(F)cc1	-1.2	-3.3	4.3	-0.3	5.6	0.6	2.5	0.1	-2.1	-0.5	0.9
Cc1cc2c(cc1C)N(CC(=O)N1CCCC1)C(=O)CC(c1ccccc1)=N2	-0.1	-2.8	-11.0	2.1	4.1	0.3	1.4	2.4	7.8*	4.7	3.5
Oc1ccc(Cl)cc1C1=NNC(c2cccs2)C1 (centres undefined)	0.3	-0.7	-83.4	14.1*	-1.7	0.6	-0.3	3.8	6.0	-8.8	5.7*
C=CCNC(=S)NNC(=O)c1cc(-c2cccnc2)nc2ccccc12	-1.4	2.5	-14.2	0.4	-0.8	-1.0	-0.7	0.7	0.7	6.3	-1.7
CCOC(=O)C1=C(Cn2cnc3ccccc32)NC(=O)NC1c1ccc(Cl)cc1 (centres undefined)	-1.9	2.6	10.1	-1.6	-16.9	0.2	-33.7	-1.0	-2.3	-2.8	-2.4
CSc1sc(-c2ccnc(SCC(=O)C(C)(C)C)n2)c2c1C(=O)CC(C)(C)C2	-0.8	0.2	-12.4	0.5	-4.1	-0.6	-3.2	0.6	4.2	-3.6	0.7
CCOC(=O)C1=C(O)/C(=C\c2ccc(CNS(=O)(=O)c3ccc(Br)cc3)o2)N=C1C	-1.3	-1.0	-8.1	-2.7	-1.4	0.0	-2.4	-1.1	0.0	-20.1	1.3
CN1CCCC(C)(C(=O)Nc2ccc3scnc3c2)C1 (centres undefined)	-1.4	-1.8	-3.7	0.1	10.2	0.7	2.9	/	2.0	-3.0	-0.8

Part of the list above in order of SMILES length, highest first:
SMILES	ssDAF-12 act	SMARCA2 activ	ADAM10 inh	hgDAF12 agonist	NPR2 activator	DAX1 inh-1	NPR1 activator	DAX1 inh-2	FXN GAA850 act	HGIII-sPLA2 inh	hcDAF-12 act
Cc1cc2c(cc1C)N(CC(=O)N1CCCC1)C(=O)CC(c1ccccc1)=N2	-0.1	-2.8	-11.0	2.1	4.1	0.3	1.4	2.4	7.8*	4.7	3.5
O=C(CN1CCC(O)(c2ccc(F)cc2)CC1)NCc1ccc(F)cc1	-1.2	-3.3	4.3	-0.3	5.6	0.6	2.5	0.1	-2.1	-0.5	0.9
O=c1[nH]cccc1-c1nc2ccccc2n1Cc1ccc(Cl)cc1	-1.1	-0.7	i	-2.2	-7.2	-0.3	19.6	1.4	2.0	-5.0	-1.9
S=C(NCc1ccccc1)N1CCn2cccc2C1c1cccnc1 (centres undefined)	-1.7	-4.9	-4.8	-1.1	-0.8	-0.2	-5.3	-0.1	0.0	-4.2	-1.0

Following part
SMILES	ssDAF-12 act	SMARCA2 activ	ADAM10 inh	hgDAF12 agonist	NPR2 activator	DAX1 inh-1	NPR1 activator	DAX1 inh-2	FXN GAA850 act	HGIII-sPLA2 inh	hcDAF-12 act
O=C(CCCC(=O)OCC(F)(F)C(F)F)Nc1nccs1	-1.0	-3.0	-3.0	0.6	1.4	0.1	-0.8	-0.6	-1.7	7.6	-3.2
Cc1cc(Cn2ccnc2)c(C)cc1Cn1ccnc1	-1.4	7.1	-1.3	-1.7	6.7	-0.4	3.5	1.9	-2.8	4.8	-0.9
COc1ccc(O)c(/C=N/c2nc3ccccc3n2C)c1	-0.8	-1.3	-9.5	0.4	1.3	0.3	-5.7	2.0	-0.7	5.6	0.6
O=C(C1CCCN(S(=O)(=O)c2cnc[nH]2)C1)N(CCc1ccccc1)Cc1ccccc1 (centres undefined)	-1.6	0.1	5.4	-4.5	-15.1	-1.0	-2.1	1.8	-1.7	-36.1	-1.2
COc1ccc(-c2c(C#N)c(N)nc3c2CCCC3)cc1OC	0.1	0.5	-7.1	0.3	4.2	-0.2	-0.6	3.0	0.8	-1.6	1.1
CCc1cc(C(=O)N=Nc2c(O)[nH]c3ccc([N+](=O)[O-])cc23)c2ccccc2n1	-1.5	0.0	16.0	1.5	-0.8	-0.4	3.4	-0.9	-2.7	-11.0	-1.1
Nc1nc(SCCO)[nH]c(=O)c1NC(=O)c1ccco1	-0.5	3.2	-5.7	-1.9	3.5	0.3	2.4	1.7	-1.3	-7.3	-1.5
Cc1[nH]c2ccccc2c1/C=N/Nc1nc(N2CCCCC2)nc(N2CCCCC2)n1	-1.6	0.4	5.4	-1.8	-6.1	-0.1	-6.0	0.1	2.0	-4.2	0.8
CCCN(CC(=O)Nc1c(C)cccc1CC)C(=O)SCC	-1.4	-1.1	1.3	-0.1	9.3	0.1	2.9	-0.5	0.8	2.8	-1.5
CCn1c(CNC(=O)COc2ccc(C(C)C)cc2)nnc1SCC(=O)Nc1cc(F)ccc1C	-1.7	-4.7	12.5	-6.0	0.1	-1.8	1.6	-0.8	-0.8	-38.6	-2.1
CNC(=O)[C@@H]1C[C@H]1[C@@H](NC(=O)CNC(=O)OCc1ccccc1)c1ccccc1	-1.0	0.1	-5.0	-0.6	1.5	0.4	-0.3	/	/	5.6	0.7
CC(=O)Nc1cccc(Oc2nc(-c3ccccn3)nc3ccccc23)c1	-1.5	5.6	-6.1	3.5	28.3	0.5	21.5	/	1.3	7.4	0.9
O=c1oc2ccccc2cc1-c1csc(Cc2nc(-c3ccc(Cl)cc3)cs2)n1	-1.0	-2.4	-43.4	4.5	-0.1	-0.1	0.6	-0.8	1.6	11.2	1.9
N=C1C(c2nc3ccccc3s2)=C(O)CN1NC(=O)c1c[nH]c2ccccc12	-0.1	0.2	-29.6	-8.1	-2.9	-0.1	-1.2	-1.4	0.7	-5.8	0.0
O=Cc1ccc(-n2cc(C=O)c3ccccc32)cc1	-0.5	-1.1	5.3	-2.1	-16.9	0.1	-30.5	-0.8	-0.1	2.4	-0.2
O=C1C2CC=C(Cl)CC2C(=O)N1CN(Cc1ccco1)CN1C(=O)C2CC=C(Cl)CC2C1=O (centres undefined)	-0.3	0.3	2.1	-2.4	-4.0	0.7	4.4	0.1	1.6	-0.5	-1.0
CCc1n[nH]c(=S)n1/N=C/c1c[nH]c2ccc(Br)cc12	-2.0	-1.4	-2.8	-3.6	-9.2	-0.1	-13.9	-1.5	2.0	-3.1	-2.8
N#Cc1c(-c2ccco2)cc(-c2ccccc2)[nH]c1=O	-1.4	-2.7	i	-2.4	3.5	0.7	-3.2	3.6	1.7	-13.6	-0.7
Cc1cc(SCc2cc(=O)[nH]c3ccccc23)nc2ccccc12	-1.4	-0.3	-0.7	2.4	-3.1	0.0	-0.9	-0.8	-0.6	-11.6	1.7
CC(C)CC(NC(=O)OC(C)(C)C)C(=O)NC(C(=O)N1CCCC1C(N)=O)C(C)C (centres undefined)	-1.3	0.1	0.9	-1.7	1.8	-0.3	3.5	-0.6	2.6	-3.5	-0.5
CCOC(=O)c1ccc(NC(=O)COc2cc(=O)n(CC)c3ccccc23)cc1	-1.6	-2.7	-2.1	0.7	-5.8	0.8	20.3	3.1	1.5	-3.7	-0.2
Cc1ccc(S(=O)(=O)C2(C(=O)NC3CCCCC3C)CC2)cc1 (centres undefined)	-1.8	-1.8	-5.5	-3.0	-2.3	0.4	1.8	-1.0	3.1	6.1	-0.2

At a glance, two of the compounds above:
SMILES	ssDAF-12 act	SMARCA2 activ	ADAM10 inh	hgDAF12 agonist	NPR2 activator	DAX1 inh-1	NPR1 activator	DAX1 inh-2	FXN GAA850 act	HGIII-sPLA2 inh	hcDAF-12 act
CCOC(=O)c1ccc(NC(=O)COc2cc(=O)n(CC)c3ccccc23)cc1	-1.6	-2.7	-2.1	0.7	-5.8	0.8	20.3	3.1	1.5	-3.7	-0.2
Cc1ccc(S(=O)(=O)C2(C(=O)NC3CCCCC3C)CC2)cc1 (centres undefined)	-1.8	-1.8	-5.5	-3.0	-2.3	0.4	1.8	-1.0	3.1	6.1	-0.2

Assay outcomes: PubChem, several laboratories
